CBFb RUNX1 block – blocks binding between human CBF-beta and RUNX1; AlphaScreen CBFb-His/RUNX1-biotin binding, biochemical; Potency, µM (titrated, usually from 59.8 µM), without a hit: at the top dose activity, negative = inhibition, most hits filed as inhibitors; 230,000 tested, under 10 active; Q01196+Q13951; note: % of control where 0% means no effect
Target sequence (Q01196 whole entry, looked up): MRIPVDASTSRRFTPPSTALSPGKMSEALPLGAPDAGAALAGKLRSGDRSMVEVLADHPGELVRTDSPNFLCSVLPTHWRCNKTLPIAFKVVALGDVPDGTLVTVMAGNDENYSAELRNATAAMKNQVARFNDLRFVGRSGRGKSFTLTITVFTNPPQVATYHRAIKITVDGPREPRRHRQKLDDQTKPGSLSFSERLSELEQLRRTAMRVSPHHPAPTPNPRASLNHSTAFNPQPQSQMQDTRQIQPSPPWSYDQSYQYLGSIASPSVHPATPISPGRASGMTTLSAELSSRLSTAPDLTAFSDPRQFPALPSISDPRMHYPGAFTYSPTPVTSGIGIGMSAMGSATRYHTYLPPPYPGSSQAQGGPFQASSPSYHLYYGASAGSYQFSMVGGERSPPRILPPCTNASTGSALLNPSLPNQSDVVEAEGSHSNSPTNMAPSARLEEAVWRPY
Target sequence (Q13951 whole entry, looked up): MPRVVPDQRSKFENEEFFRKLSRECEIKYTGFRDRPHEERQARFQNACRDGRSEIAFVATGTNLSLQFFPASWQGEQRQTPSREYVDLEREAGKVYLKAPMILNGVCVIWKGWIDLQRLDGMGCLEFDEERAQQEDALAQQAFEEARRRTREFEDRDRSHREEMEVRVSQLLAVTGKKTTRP
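CBFb-His/RUNX1-biotin, 30 nM each, preincubated 20 min RT; compound 15 min RT; Ni + streptavidin beads 50 ng each, 90 min RT; AlphaScreen read.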
Tau fibril FP – tau fibrillization inhibition (FP); P10636; K18 P301L tau heparin fibrillization, Alexa594 FP, 6 h; Potency, µM (top dose mostly 57.7 µM), for the others: at the top dose activity, negative = inhibition, actives largely listed as inhibitors; 0.39% of 280,000 active; note: potency is the fitted concentration of half-maximal effect; % is set by controls: 0 for no effect and ±100 for the full control effect; nearly all actives have a fitted effect of over 55% in size
Target sequence (P10636 561-689 P618L limits assumed): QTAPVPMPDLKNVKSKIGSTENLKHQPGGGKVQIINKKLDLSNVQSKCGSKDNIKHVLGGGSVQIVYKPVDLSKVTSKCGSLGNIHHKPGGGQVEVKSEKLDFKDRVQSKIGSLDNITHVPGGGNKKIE
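Human tau K18 […] P301L fragment, 15 uM unlabeled plus 0.24 uM Alexa 594-labeled tau (final), with compound and 20 uM heparin in 100 mM sodium acetate pH 7; 6 hr at 37 C, then Alexa 594 FP read.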
Epigenetic derep – regulators of epigenetic silencing causing reporter derepression in mouse cells; murine LDR cells, GFP reporter derepression, 30 h; Potency, µM (series often up to 53.9 µM), inactives show top-dose GFP activation, hits mostly activators; 0.2% of 280,000 active; note: potency is the fitted concentration of half-maximal effect; % of control where 0% means no effect; nearly all actives have a fitted effect of over 60% in size
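Murine LDR cells bearing a silenced CMV-driven GFP reporter were exposed to compound for 30 h at 37 C. After PBS washes, GFP-positive cells (20-120 um objects) counted by laser-scanning microplate cytometry.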
aGal spleen mod – inhibitors or activators of human alpha-galactosidase in spleen homogenate; P06280; human spleen homogenate, 4MU-alpha-Gal fluorescence, 40 min; Potency, µM (doses to about 80 µM), for the others: at the highest dose activity change, negative = inhibition, actives largely listed as inhibitors; 0.008% of 240,000 active; AID 2107;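 note: potency is the fitted concentration of half-maximal effect; 0% = enzyme with vehicle and -100% = no enzyme basal signal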
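Human spleen homogenate (1 ug) as enzyme source, 4-methylumbelliferyl-alpha-D-galactopyranoside 1 mM final, citrate/phosphate pH 5.0 with 0.01% Tween-20. Compounds 40 min at 37C, NaOH/glycine stop; fluorescence Ex 365/Em 440, Hill-fit AC50.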
TR SRC2 fluor cs – alters Texas Red total fluorescence, flagging assay interference; TRb/SRC2 Texas Red total fluorescence interference; Potency, µM (titrated, usually from 106 µM), for the others: at the highest dose fluorescence change, negative = quenching; 0.29% of 280,000 active; active = well fitted curve in either direction with a large enough effect; inconclusive = small, poorly fitted or top-dose-only effect; note: potency is the fitted concentration of half-maximal effect; % is set by controls: 0 for no effect and ±100 for the full control effect
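Human TRb ligand-binding domain at 0.6 uM with 20 nM Texas Red SRC2 peptide in Tris buffer containing 1 uM T3 and 5% DMSO, incubated with compound 5 h at ambient temperature. Total fluorescence (555/632 nm) calculated as parallel + 2 × perpendicular.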
NPSR antagonist – blocks cAMP signaling of the human neuropeptide S receptor; AID 1461; Potency, µM (doses to about 38.3 µM), inactives show at the top dose activity change, negative = inhibition, hits mostly inhibitors; 1% of 220,000 active; CHO-NPSR cells, cAMP TR-FRET, antagonist mode; Q6W5P4; note: potency is the fitted concentration of half-maximal effect; % is set by controls: 0 for no effect and ±100 for the full control effect; nearly all actives have a fitted effect of over 50% in size; many of its hits are not listed in these tables
Tau fluor cs – counter-screen for tau fibril formation inhibitors | tau K18 P301L Alexa594 fluorescence, heparin fibrillization | AID 1463 | Potency, µM (highest dose often 57.7 µM), without a hit: at the highest dose activity change, negative = decrease | 0.93% of 280,000 active; note: potency is the fitted concentration of half-maximal effect; % is set by controls: 0 for no effect and ±100 for the full control effect; nearly all actives have a fitted effect of over 55% in size
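Human tau K18 P301L (15 uM unlabeled, 0.24 uM Alexa 594-labeled) in 100 mM sodium acetate pH 7 with 20 uM heparin, 6 hr at 37 C. ThT 30 uM added, 1 hr ambient; Alexa 594 FP and total fluorescence read at 555/632 nm.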
TRb SRC2 PPI – TRbeta-SRC2 interaction inhibition | P10828 | TRbeta-SRC2 peptide binding, fluorescence polarization; receptor liganded with 1 µM T3 | Potency, µM (doses to about 106 µM), inactives show top-dose activity change, negative = inhibition, actives largely listed as inhibitors | 0.065% of 280,000 active;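 note: potency is the fitted concentration of half-maximal effect; plate controls were bound peptide for no effect and peptide without receptor for full effect; nearly all actives have a fitted effect of over 50% in size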
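Human TRb ligand-binding domain (0.6 uM) is mixed with 20 nM Texas Red SRC2 peptide and 1 uM T3; after compound addition and 5 hr at ambient temperature, polarization is measured and normalized to unbound and bound controls.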
Starred values were filed as active, the others as inactive; ? = inconclusive; / = not tested or not shown; [ ] = dose if it differs, or a comment. Unless noted, calls come from the whole dose curve; as a rule, active = well fitted curve in the direction sought with a large enough effect; inconclusive = small, poorly fitted or top-dose-only effect, or another doubt; inactive = no such curve, though single readings can be large; an effect the other way counts as inactive or inconclusive.

entry	compound	CBFb RUNX1 block	Tau fibril FP	Epigenetic derep	aGal spleen mod	TR SRC2 fluor cs	NPSR antagonist	Tau fluor cs	TRb SRC2 PPI
1	CCOC(=O)CNc1c(-c2ccccc2)nc2ccc(Cl)cn12	1%	1%	-2.7%	18%	-4%	-19%[46.1 µM]	13%	-1%
2	CN1CCN(c2ccc(NC(=O)c3cccs3)cc2)CC1	-3%	-3%	0.0%	3%	1%	-6%	-6%	4%
3	O=C(NCc1ccc2c(c1)OCO2)Oc1ccccc1	-3%	6%	-0.5%	2%	-1%	-10%[46.1 µM]	-4%	2%
4	CN(C=C1C(=O)CC(C)(C)CC1=O)CCN1CCNCC1	2%	-6%	-1.0%	-4%	-3%	-6%[46.1 µM]	-16%	-8%
5	CCN1C(=O)C(Cc2nc3ccccc3c(=O)n2-c2cccc(C)c2)c2ccccc21 (stereo unspecified)	/	5%	-1.6%	/	1%	/	-3%	-7%
6	CCCN(CCC(=O)Nc1cc(OC)cc(OC)c1)CC1CC1	3%	11%	-0.7%	-5%	-4%	-12%[46.1 µM]	-8%	-2%
7	COc1ccc2c(c1)c(/C=N/Nc1nc3ccccc3[nH]1)c(C)n2C	/	?	2.4%	-5%	-13%	?	28µM*[quencher]	-1%
8	O=C(O)CCc1ccc(-c2ccccc2)n1NC(=O)c1cccs1	3%	-1%	0.9%	0%	0%	-1%	-6%	6%
9	Cc1ccc(S(=O)(=O)CCc2nc3ccccc3[nH]2)cc1C	-3%	7%	8.3%	-1%	0%	3%	-1%	0%
10	CCOc1ccccc1NC(=S)N(CCOC)C1CCN(C(C)=O)CC1	-9%	4%	-2.6%	2%	-2%	1%	12%	-6%
11	CCOC(=O)Cc1csc(NC(=O)CSc2nnc(-n3nc(C)cc3C)c3ccccc23)n1	7%	3%	-0.7%	6%	-1%	-11%[46.1 µM]	-13%	7%
12	CCOc1ccc(NC(=O)C2CC(=O)N(C)C(=Nc3ccc4c(c3)OCO4)S2)cc1 (stereo unspecified)	2%	?	1.9%	2%	1%	-14%[46.1 µM]	-27%	-10%
13	c1ccc(-c2oc3ncnc(NCCCn4ccnc4)c3c2-c2ccccc2)cc1	-16%	-12%	-0.9%	6%	1%	?	-12%	-13%
14	COC(=O)c1cc(Br)c(=O)n(-c2ccccc2F)c1	9%	0%	-0.9%	-18%	-1%	-3%[46.1 µM]	-5%	-17%
15	O=C(COc1ccccc1)Nc1cccc2c1CCCC2	6%	4%	1.3%	1%	3%	-17%[46.1 µM]	1%	-4%
16	Cc1ccc(C(N)=O)cc1S(=O)(=O)Nc1cccc(C)c1C	7%	1%	-1.1%	3%	3%	-15%[46.1 µM]	-1%	0%
17	CCOC(=O)C1=C(N)Oc2cc(O)ccc2C1c1ccc([N+](=O)[O-])cc1 (stereo unspecified)	25%	?	-1.0%	-7%	0%	?	?	-2%
18	COc1ccccc1NC(=O)c1cc(C(=O)Nc2ccccc2OC)cc(N2C(=O)CCC2=O)c1	0%	-4%	1.3%	3%	0%[53 µM]	6%	6%	2%[53 µM]
19	O=C(O)/C=C/c1ccc([N+](=O)[O-])o1	-11%	-3%	3.3%	-4%	-2%	7%	-4%	-4%
20	CCNC(=S)NN=C1CCC(C(C)(C)C)CC1 (stereo unspecified)	-14%	-4%	1.3%	-17%	3%	2%[46.1 µM]	-11%	-16%
21	O=C(NCc1ccco1)c1cnn2c(C(F)(F)F)cc(-c3cccs3)nc12	15%	?	9.5%	14%	-3%	-25%[46.1 µM]	-19%	-5%
22	COc1ccc(C(=O)Nc2ccc(Cl)cc2C(=O)NCCO)cc1	0%	-5%	-0.7%	-1%	1%	-20%[46.1 µM]	-2%	3%
23	COc1ccc(C2(CNC(=O)c3ccc(C)cc3)CCOCC2)cc1	-2%	4%	-2.4%	-4%	-1%	4%	1%	-2%
24	COc1ccc(Cl)cc1NC(=O)c1cc(S(=O)(=O)N2CCC(C)CC2)cn1C	/	-13%	0.8%	/	1%	/	-15%	0%
25	O=c1cc(-c2ccccc2)nc2nc(CCc3ccccc3)[nH]n12	12%	7%	2.2%	7%	0%	-13%[46.1 µM]	4%	-4%
26	Cc1ccc(Cl)cc1N1CCN(CCCNC(=O)C2COc3ccccc3C2)CC1 (stereo unspecified)	/	-8%	-3.3%	/	-20%	/	-18%	8%
27	O=C(Nc1nnc(S(=O)(=O)N2CCCc3ccccc32)s1)c1cccc(F)c1	/	3%	16%	/	-1%	/	-20%	-5%
28	O=C(NNc1cccc(Cl)n1)c1ccc(Cl)nc1	12%	-2%	9.0%	-2%	1%	25%	-8%	-5%
29	Cc1ccc(CNc2ncnc3c2cnn3-c2ccc(Cl)cc2)cc1	/	-13%	-0.8%	/	-2%	/	1%	2%
30	O=C(N/N=C\c1cccc(Br)c1)c1ccccc1-n1cccc1	-17%	-3%	0.0%	2%	-8%	14%[46.1 µM]	-26%	2%

Reprinted from the part before: 2 entries, then new ones.
Second line of a record – CBFb RUNX1 block	Tau fibril FP	Epigenetic derep	aGal spleen mod	TR SRC2 fluor cs	NPSR antagonist	Tau fluor cs	TRb SRC2 PPI
29. Cc1ccc(CNc2ncnc3c2cnn3-c2ccc(Cl)cc2)cc1
  /	-13%	-0.8%	/	-2%	/	1%	2%
30. O=C(N/N=C\c1cccc(Br)c1)c1ccccc1-n1cccc1
  -17%	-3%	0.0%	2%	-8%	14%[46.1 µM]	-26%	2%
31. COc1ccc(CC(=O)NC(C)(C)CC(C)=O)cc1OC
  -5%	10%	-1.4%	2%	4%	2%[46.1 µM]	0%	-14%
32. C/C(=N\OC(=O)c1ccc(F)cc1)c1sc(-c2ccccc2)nc1C
  -1%	-11%	0.0%	1%	0%	0%[46.1 µM]	-14%	4%
33. COc1ccc(-c2cc(OC(=O)c3ccccc3)c3c(C)oc(C)c3c(=O)c2)cc1OC
  /	-11%	0.0%	/	-17%	/	-25%	-6%
34. O=C(NC1CCCCC1)n1c(=O)oc2cc(S(=O)(=O)N3CCCCC3)ccc21
  5%	-2%	2.7%	5%	-5%	-23%[46.1 µM]	2%	-4%
35. O=C(CSc1n[nH]c(=O)[nH]c1=O)NC1CCCCC1
  15%	5%	4.7%	-4%	-1%	12%	7%	-1%
36. CC(C)[C@H](Nc1ccc(S(=O)(=O)N2CCOCC2)cc1[N+](=O)[O-])C(=O)OCC(=O)N(C(C)C)C(C)C
  11%	-4%	-1.1%	0%	0%[53 µM]	-18%	8%	-1%[53 µM]
37. COCCOC(=O)C1=C(C)NC(=S)NC1c1cccs1 (stereo unspecified)
  9%	8%	3.3%	1%	-1%[53 µM]	-25%	-3%	8%[53 µM]
38. O=C(CCn1c(=S)oc2ccccc21)Nc1cccc(F)c1
  -4%	-3%	0.7%	-1%	-1%	-4%	-7%	2%
39. COc1ccc(/C(C)=N/NC(=O)CNC(=O)c2cccs2)cc1OC
  10%	-6%	-2.2%	14%	-2%	11%	-5%	-5%
40. CCOC(=O)c1cccc(NC(=O)CSc2nnc(-c3cccnc3)n2CC)c1
  1%	4%	-13%	1%	-4%	45%[46.1 µM]	-3%	-5%

Second line of a record – CBFb RUNX1 block	Tau fibril FP	Epigenetic derep	aGal spleen mod	TR SRC2 fluor cs	NPSR antagonist	Tau fluor cs	TRb SRC2 PPI
41. COc1cc2c(cc1OC)C(Cc1ccc(O)cc1)N(C)CC2 (stereo unspecified)
  5%	-9%	1.1%	3%	1%	5%	-11%	0%
42. O=C(NN1C(=O)/C(=C\c2ccc(O)c([N+](=O)[O-])c2)SC1=S)c1ccccc1Cl
  ?	14%	-1.4%	3%	-7%	?	?	6%
43. Cc1cc(Nc2nc3ccccc3nc2Cl)n(-c2ccccc2)n1
  28%	4%	9.5%	2%	-1%	-26%[46.1 µM]	-24%	5%
44. O=C1N(Cc2cccc(Cl)c2)C[C@@H]2C[C@@H](c3cccc4cccnc34)N3CCC[C@@]123
  -8%	1%	0.5%	5%	1%	10%	2%	-2%
45. C=CCOC(=O)C1=C(C)NC(=O)NC1c1cn(-c2ccccc2)nc1-c1cccs1 (stereo unspecified)
  1%	9%	7.9%	2%	-1%	-23%[46.1 µM]	-14%	-3%
46. CCN(CC)CCN(C)c1ccc(N2C(=O)C3CC=CCC3C2=O)cc1[N+](=O)[O-] (stereo unspecified)
  15%	-3%	-1.5%	1%	3%	14%	-7%	-6%
47. CCOC(=O)CN1CC23C=CC(O2)C(C(=O)NC2CCCC2)C3C1=O (stereo unspecified)
  2%	-3%	0.0%	0%	-4%	12%[46.1 µM]	4%	-9%

Random excerpt: three records from the list
Second line of a record – CBFb RUNX1 block	Tau fibril FP	Epigenetic derep	aGal spleen mod	TR SRC2 fluor cs	NPSR antagonist	Tau fluor cs	TRb SRC2 PPI
45. C=CCOC(=O)C1=C(C)NC(=O)NC1c1cn(-c2ccccc2)nc1-c1cccs1 (stereo unspecified)
  1%	9%	7.9%	2%	-1%	-23%[46.1 µM]	-14%	-3%
47. CCOC(=O)CN1CC23C=CC(O2)C(C(=O)NC2CCCC2)C3C1=O (stereo unspecified)
  2%	-3%	0.0%	0%	-4%	12%[46.1 µM]	4%	-9%
46. CCN(CC)CCN(C)c1ccc(N2C(=O)C3CC=CCC3C2=O)cc1[N+](=O)[O-] (stereo unspecified)
  15%	-3%	-1.5%	1%	3%	14%	-7%	-6%

This is a subset, so the mix of outcomes need not match the whole.
